# Screening data (PubChem BioAssay)
# POLB inh – DNA polymerase beta (human) inhibition. actives 1.3% (n = 340,000). Potency, µM (series often up to 114 µM), without a hit: at the top dose activity change, negative = inhibition, hits mostly inhibitors. AID 485314. Pol beta primer extension/strand displacement, fluorescence kinetic. P06746; further: on the % scale 0 is the no-effect control and ±100 the full control effect
#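 Values derive from four-parameter Hill fits of normalized kinetic data: reads at 0 and 10 min following addition of 50 nM substrate to 10 nM Pol beta preincubated 15 min with compound.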
# POLK inh – blocks human DNA polymerase kappa activity; Q9UBT6; purified Pol kappa, fluorescent DNA synthesis assay, 10 min; Potency, µM (titrated, usually from 107 µM), inactives show top-dose activity, negative = inhibition, actives largely listed as inhibitors; actives 0.53% (n = 400,000); further: on the % scale 0 is the no-effect control and ±100 the full control effect
#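 First, compounds were pin-transferred onto 10 nM Pol kappa. After 15 min at room temperature, substrate was added to 50 nM final. Fluorescence was then measured kinetically at 0 and 10 min.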
# Anesthetic bind – candidate novel general anesthetic via apoferritin binding. apoferritin/1-aminoanthracene competitive binding, fluorescence. P02791. actives 0.074% (n = 350,000). Potency, µM (top dose mostly 77.5 µM), for inactives: at the top dose activity change, negative = displacement, usual class: inhibitors; further: on the % scale 0 is the no-effect control and ±100 the full control effect; nearly all actives have a fitted effect of over 20% in size
#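 Horse-spleen apoferritin (10 uM) in 50% saturated 1-aminoanthracene in PBS was incubated 10 min at room temperature with compound. Fluorescence (ex 380, em 535 nm) was normalized to free and bound 1-AMA, with concentration-response fitted by a four-parameter Hill equation.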
# APE1 inh – blocks human APE1 abasic DNA cleavage | P27695 | recombinant APE1, TAMRA/BHQ-2 abasic DNA cleavage fluorescence | actives 0.35% (n = 350,000) | AID 2517 | Potency, µM (highest dose often 65.8 µM), inactives show top-dose activity change, negative = inhibition, actives largely listed as inhibitors;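 further: plate controls were vehicle for no effect and reference inhibitor for full effect; nearly all actives have a fitted effect of over 55% in size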
# Target sequence (P27695 whole entry, looked up): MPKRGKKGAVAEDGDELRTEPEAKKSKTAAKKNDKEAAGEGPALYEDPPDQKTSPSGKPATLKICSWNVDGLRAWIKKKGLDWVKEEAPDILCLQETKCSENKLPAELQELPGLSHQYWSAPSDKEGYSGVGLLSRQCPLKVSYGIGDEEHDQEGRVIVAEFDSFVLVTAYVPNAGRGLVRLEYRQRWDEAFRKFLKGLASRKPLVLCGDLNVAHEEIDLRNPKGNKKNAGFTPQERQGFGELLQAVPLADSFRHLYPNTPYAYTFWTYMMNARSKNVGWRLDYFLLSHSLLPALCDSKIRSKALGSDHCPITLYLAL
#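 Measures dequenching upon AP-site incision of a 5'-TAMRA/3'-BHQ-2 THF-containing duplex, 50 nM; human APE1 0.75 nM after 15 min room-temperature exposure to compound; kinetic three-point read at one-minute spacing.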
# Pol iota inh – DNA polymerase iota (human) inhibition. AID 588590. actives 1% (n = 390,000). Q9UNA4. Pol iota fluorescent replication assay, 10 min. Potency, µM (titrated, usually from 115 µM), for the others: at the top dose activity, negative = inhibition, actives largely listed as inhibitors
# Target sequence (Q9UNA4 whole entry, looked up): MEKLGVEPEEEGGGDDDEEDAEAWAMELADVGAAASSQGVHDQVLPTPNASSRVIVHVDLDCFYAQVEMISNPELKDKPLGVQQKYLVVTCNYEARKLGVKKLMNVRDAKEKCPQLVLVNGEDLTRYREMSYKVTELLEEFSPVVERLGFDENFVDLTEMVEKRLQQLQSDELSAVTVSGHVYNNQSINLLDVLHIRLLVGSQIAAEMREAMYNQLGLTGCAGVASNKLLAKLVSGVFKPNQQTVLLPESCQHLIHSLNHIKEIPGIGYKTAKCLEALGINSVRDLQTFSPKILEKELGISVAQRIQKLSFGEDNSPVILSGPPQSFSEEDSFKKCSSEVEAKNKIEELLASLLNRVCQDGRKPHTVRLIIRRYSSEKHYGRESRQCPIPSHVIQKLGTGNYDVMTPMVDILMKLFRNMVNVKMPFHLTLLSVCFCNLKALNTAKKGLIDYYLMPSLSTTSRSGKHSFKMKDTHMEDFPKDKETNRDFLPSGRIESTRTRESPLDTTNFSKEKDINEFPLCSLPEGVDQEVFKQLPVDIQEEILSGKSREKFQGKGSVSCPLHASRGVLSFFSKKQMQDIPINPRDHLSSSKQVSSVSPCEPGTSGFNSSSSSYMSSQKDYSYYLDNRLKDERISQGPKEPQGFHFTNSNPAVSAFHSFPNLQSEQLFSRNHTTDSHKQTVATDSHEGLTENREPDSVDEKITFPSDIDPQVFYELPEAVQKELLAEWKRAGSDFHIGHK
#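 Pol iota at 10 nM preincubated 15 min with compounds at room temperature; reaction started with fluorescent substrate, 50 nM final. Fluorescence read kinetically at 0 and 10 min; buffer-only wells as negative control.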
# BLM inh – inhibitors of human Bloom syndrome helicase BLM; Potency, µM (titrated, usually from 56.1 µM), for the others: at the highest dose activity change, negative = inhibition, hits mostly inhibitors; AID 2528; P54132; actives 0.2% (n = 350,000); recombinant BLM DNA unwinding, fluorescence dequenching;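 further: plate controls were vehicle for no effect and no enzyme for full effect; nearly all actives have a fitted effect of over 35% in size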
# BAZ2B inh – BAZ2B (human) inhibition; Q9UIF8; AlphaScreen BAZ2B-H3K14Ac peptide displacement; Potency, µM (series often up to 114 µM), for the others: at the highest dose activity change, negative = inhibition, actives largely listed as inhibitors; actives 4.4% (n = 360,000); AID 504333; further: on the % scale 0 is the no-effect control and ±100 the full control effect; nearly all actives have a fitted effect of over 60% in size
#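 Protein-peptide AlphaScreen: BAZ2B 50 nM, b-H3K14Ac 50 nM, 1x PBS pH 7.4 + 0.01% Tween-20. Preincubation 30 min RT; cpd 30 min RT (top 110 uM); beads 20 min RT, light-protected.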
# G9a block – inhibitors of human histone lysine methyltransferase G9a. Potency, µM (doses to about 102 µM), inactives show at the top dose activity, negative = inhibition, most hits filed as inhibitors. G9a H3K9 monomethylation, AlphaScreen, 2 h. actives 8.8% (n = 350,000). AID 504332. Q96KQ7; further: on the % scale 0 is the no-effect control and ±100 the full control effect; nearly all actives have a fitted effect of over 75% in size
#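 AlphaScreen detection with an anti-monomethyl H3K9 antibody quantified product after a 2 h room-temperature reaction containing 500 nM biotinylated H3K9 peptide, 20 µM SAM and 20 nM enzyme, which had been preincubated 15 min with compound.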
# Pol eta inh – inhibitors of human DNA polymerase eta; recombinant Pol eta, fluorescent DNA replication assay; Potency, µM (top dose mostly 114 µM), without a hit: at the highest dose activity change, negative = inhibition, usual class: inhibitors; actives 1.2% (n = 390,000); Q9Y253; further: on the % scale 0 is the no-effect control and ±100 the full control effect
#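 Fluorescent replication assay: 50 nM final substrate added after a 15 min room-temperature compound preincubation with 10 nM enzyme. Signal taken at 0 min and again at 10 min.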
# Active calls of the source: *; ? = inconclusive; . = no result given; & = joins results of further samples; [ ] = remark or other dose. The call rests on the fitted dose curve; in most records, active means well fitted curve in the direction sought with a large enough effect; inconclusive means small, poorly fitted or top-dose-only effect, or another doubt; inactive means no such curve, though single readings can be large; an effect the other way counts as inactive or inconclusive. Potency means the concentration at half of the fitted maximal effect. An excerpt; the hit share may differ from the screen's.
(1) COc1cccc(OCCSc2nc3ccccc3n2CC(=O)N2CCCCC2)c1
(2) Cc1ccccc1NC(=O)COC(=O)c1ccc2c(c1)OCCO2
(3) CCCCn1c(N)c(N(C)C(=O)c2ccc(-n3cccn3)cc2)c(=O)[nH]c1=O
(4) CSc1ccc(S(=O)(=O)NCC(=O)OCC(=O)NCc2ccco2)cc1[N+](=O)[O-]
(5) COC(=O)CN1C(=O)[C@@H]2[C@H](C1=O)[C@@H]1CC(C(=O)OC)=C[C@@H](C(=O)OC)C3C1=C(C(=O)[C@@]3(C)NC(=O)c1ccccc1)[C@@H]2C (stereo partly drawn)
(6) COc1ccc(CCNC(=O)c2ccc(-c3ccc([N+](=O)[O-])cc3Cl)o2)cc1OC
(7) O=C(CN1CCC(NC(=O)c2ccccc2)CC1)NCc1ccccc1F
(8) Cc1ccc(S(=O)(=O)Nc2cccc3c2O[C@H](CN(C)Cc2ccc(-c4ccccc4)cc2)[C@@H](C)CN([C@H](C)CO)C3=O)cc1

compound no. | 1 | 2 | 3 | 4 | 5 | 6 | 7 | 8
POLB inh | -2% | . | . | . | . | 11% | -7% | .
POLK inh | -11% | -6% | -4% | -4% | -9% | -11% | -11% | 4%
Anesthetic bind | ? | . | . | . | -1% | -12% | -7% | .
APE1 inh | . | 10% | -5% | -12% | -2% | 2% | -1% | -2%
Pol iota inh | 16% | 35%[activator] | 33%[activator] | 42%[activator] | 16% | 7% | 1% | 61%[activator]
BLM inh | 0% | . | . | . | 3% | -1% | -4% | .
BAZ2B inh | -36% | 8% | -5% | -4% | . | ? | -32% | .
G9a block | ? | -37% | ? | -39% | . | ? | ? | .
Pol eta inh | -15% | -10% | -22% | -9% | . | -8% | -1% | -11%

(9) CNC(=O)c1sc(-c2ccccn2)nc1C
(10) COC(=O)Cn1c2ccc(F)cc2c2nc(C)sc21
(11) O=C(CSc1nnc(COc2ccccc2)o1)N1CCCCC1
(12) O=C(Cc1ccccc1)Nc1cc2c(cc1Cl)OCCCO2
(13) Cc1ccc(S(=O)(=O)N(CCO)c2cc3c(s2)CCCC3)cc1
(14) O=C(NNc1ccnc2cc(Cl)ccc12)C1CCCCC1
(15) CC1=CN2C(=N)/C(=C\c3cn(CCCOc4ccccc4)c4ccccc34)C(=O)N=C2S1
(16) O=C(CC1C[C@H](C(=O)N2CCCCC2)[C@@]2(CCc3ccccc3)c3[nH]c4ccccc4c3CCN2C1=O)NCCCn1ccnc1 (stereo partly drawn)

compound no. | 9 | 10 | 11 | 12 | 13 | 14 | 15 | 16
POLB inh | 18% | 30% | -12% | 5% | 4% | 1% | 0% | .
POLK inh | 10% | -4% | 0% | 0% | -6% | -2% | -8% | -4%
Anesthetic bind | -7% | -9% | -8% | -10% | -17% | -3% | 12% | .
APE1 inh | 0% | 0% | 60%[activator] | 18% | -3% | 2% | 8% | 14%
Pol iota inh | 95%[activator] | 0% | 39%[activator] | -11% | ? | 118%[activator] | -24% | 1%
BLM inh | 0% | -4% | -5% | -10% | -2% | -5% | 4% | .
BAZ2B inh | -6% | -28% | -10% | 1% | -3% | -15% | -10% | .
G9a block | 6%[12.7 µM] | 45µM* | 19% | 1% | -9%[12.7 µM] | 6% | 53%[59 µM] | .
Pol eta inh | -16% | -19% | -16% | -7% | ? | 0% | -2% | -7%

(17) CCOC(=O)C1=CN(Cc2ccco2)S(=O)(=O)N(CC)C1c1ccc(C(F)(F)F)cc1 (stereo not drawn)
(18) O=C(NC1=NCCS1)c1cccs1
(19) COc1ccc(/C=C(/NC(=O)c2ccco2)C(=O)N2CCc3ccccc32)cc1OC
(20) CC(=O)C1=C(O)CCC1=N
(21) O=C(O)c1ccc(N2C(=O)CC(N3CCC(c4nc5ccccc5[nH]4)CC3)C2=O)cc1 (stereo not drawn)
(22) CC(C(=O)NC1CCCCC1)N(Cc1ccccc1)C(=O)c1snc(C(N)=O)c1N (stereo not drawn)
(23) O=C(CN1C(=O)COc2ccc(S(=O)(=O)N3CCOCC3)cc21)N1CCN(c2ccccc2)CC1
(24) O=C(O)CCC(=O)N1CCN(c2ccccn2)CC1

compound no. | 17 | 18 | 19 | 20 | 21 | 22 | 23 | 24
POLB inh | . | -6% | -23% | 2% | -1% | 0% | 5% | 46%
POLK inh | -22% | 0% | -8% | -6% | -3% | -10% | -6% | -14%
Anesthetic bind | . | 1% | -15% | -7% | -3% | 6% | 10% | -4%
APE1 inh | -43% | -7% | 10% | ? | -5% | 26%[12.4 µM] | . | 0%
Pol iota inh | ? | -11% | -14% | -18% | 111%[activator] | 31%[activator] | 27% | 6%
BLM inh | . | 2% | -1% | -4% | -8% | 3% | -1% | -2%
BAZ2B inh | . | ? | ? | 2% | -15% | -1% | 17% | -1%
G9a block | . | -44%[12.7 µM] | ? | 7% | ? | 21%[59 µM] | 4%[59 µM] | 40%[12.7 µM]
Pol eta inh | -24% | -15% | -8% | ? | -18% | -12% | -14% | 8%

(25) CC(C)c1nnc(NC(=O)CCC(=O)NCc2ccc3c(c2)OCO3)s1
(26) CCCCCCCCCCCCCCC[C@@H](O)[C@H](CO)NC(=O)CCCCCCC
(27) CS(=O)(=O)N(CC(=O)N1CCc2ccccc2C1)c1ccc(Cl)cc1F
(28) COc1ccc(N(C(=O)C(C)C)S(=O)(=O)c2cccc3cccnc23)cc1
(29) Cc1cc(C)cc(NC(=O)CN2CCc3ccccc3C2)c1
(30) COc1ccccc1NC(=O)Cn1nnc(-c2ccccc2NC(=O)c2ccco2)n1
(31) CSc1ccc(CCNC(=O)CCc2c(C)nc3c(-c4ccccc4)c(C)nn3c2C)cc1
(32) FC(F)(F)c1ccccc1CN1CCN(C2CCCCCC2)CC1

compound no. | 25 | 26 | 27 | 28 | 29 | 30 | 31 | 32
POLB inh | 5% | . | 2% | 1% | -1% | ? | 4% | -4%
POLK inh | 9% | 6%[19.4 µM] | -6% | -15% | -19% | -16% | -10% | 15%
Anesthetic bind | 2% | -10% | -3% | -14% | -23% | 6% | 240%[activator] | -11%
APE1 inh | 0% | 7%&-2% | 41% | 2% | 0% | -3% | . | -5%
Pol iota inh | -3% | . | 8% | 9% | 29% | 11% | 34%[activator] | -15%
BLM inh | 1% | 2% | -1% | -3% | -2% | -18% | -5% | 5%
BAZ2B inh | -4% | . | -18% | 7% | 32µM* | -8% | -4% | 50µM*
G9a block | 11%[12.7 µM] | 30%[59 µM] | 6% | 23%[59 µM] | 27%[0.501 µM] | 6%[59 µM] | 1%[59 µM] | 2.5µM*
Pol eta inh | -11% | . | -4% | -17% | 0% | ? | -21% | -13%

(33) CCOc1cccc(-c2nn3c(-c4cc(C)[nH]n4)nnc3s2)c1
(34) CCOc1ccc(OCC)c(NC(=O)C2CCCN(S(=O)(=O)c3cc(Br)cc4c3N(C(=O)CC)CC4)C2)c1 (stereo not drawn)
(35) Cc1ccc[n+](CC(=O)Nc2ccc(N(C)C)cc2)c1
(36) Cc1[nH]nc2c1C1(CCOC1C)C(C#N)=C(N)O2 (stereo not drawn)
(37) COc1ccc(NC(=O)CSc2nc3ccc(OC)cc3[nH]2)cc1
(38) Cc1c(NC(=O)c2ccc(COc3ccc4ccccc4c3)o2)c(=O)n(-c2ccccc2)n1C
(39) Cc1cc(C(=O)N/N=C/c2cccc([N+](=O)[O-])c2)c2ccccc2n1
(40) Cc1cc(C)n(C(=O)CCCn2cc([N+](=O)[O-])cn2)n1
(41) CC(=O)N1CCC(C(=O)NCCOc2ccc(C)cc2)CC1
(42) Cc1ccc(Cl)cc1-n1c(=O)c2sc3ccccc3c2n(CC(=O)NC2CCCCC2)c1=O

compound no. | 33 | 34 | 35 | 36 | 37 | 38 | 39 | 40 | 41 | 42
POLB inh | 8% | 0% | -17% | -14% | ? | ? | 5% | -7% | 1% | -10%
POLK inh | 0%&-11% | -24% | 12% | -2%[60.1 µM] | 0% | -6% | -17% | -19% | 2% | -31%
Anesthetic bind | -10% | 8% | 0% | -7% | -8% | -8% | 3% | -12% | 2% | -3%
APE1 inh | -7% | . | 10% | -4% | -2% | -7% | -7% | 1% | 70%[activator] | .
Pol iota inh | ? | 89µM* | 29% | 17% | -5% | 32%[activator] | 23% | 160%[activator] | 59%[activator] | ?
BLM inh | 3% | -7% | -10% | -6% | -5% | -3% | -1% | -5% | 0% | -1%
BAZ2B inh | -6% | 0% | ? | -21% | -12% | 50µM* | -5% | -2% | -13% | -4%
G9a block | -4%[59 µM] | -19%[59 µM] | . | 4%[59 µM] | 9%[12.7 µM] | ? | 8% | 25% | 7% | 0%[59 µM]
Pol eta inh | ? | -4% | 10% | 7% | -2% | 2% | 0% | 5% | -22% | -21%

# In the list so far, 6 have an aryl methoxy group:
(1) COc1cccc(OCCSc2nc3ccccc3n2CC(=O)N2CCCCC2)c1
(6) COc1ccc(CCNC(=O)c2ccc(-c3ccc([N+](=O)[O-])cc3Cl)o2)cc1OC
(19) COc1ccc(/C=C(/NC(=O)c2ccco2)C(=O)N2CCc3ccccc32)cc1OC
(28) COc1ccc(N(C(=O)C(C)C)S(=O)(=O)c2cccc3cccnc23)cc1
(30) COc1ccccc1NC(=O)Cn1nnc(-c2ccccc2NC(=O)c2ccco2)n1
(37) COc1ccc(NC(=O)CSc2nc3ccc(OC)cc3[nH]2)cc1

compound no. | 1 | 6 | 19 | 28 | 30 | 37
POLB inh | -2% | 11% | -23% | 1% | ? | ?
POLK inh | -11% | -11% | -8% | -15% | -16% | 0%
Anesthetic bind | ? | -12% | -15% | -14% | 6% | -8%
APE1 inh | . | 2% | 10% | 2% | -3% | -2%
Pol iota inh | 16% | 7% | -14% | 9% | 11% | -5%
BLM inh | 0% | -1% | -1% | -3% | -18% | -5%
BAZ2B inh | -36% | ? | ? | 7% | -8% | -12%
G9a block | ? | ? | ? | 23%[59 µM] | 6%[59 µM] | 9%[12.7 µM]
Pol eta inh | -15% | -8% | -8% | -17% | ? | -2%
